Source: PubChem (several laboratories)
C-LANA FP: blocks KSHV LANA C-terminal domain binding to DNA; 0.078% of 340,000 active; inhibition, % at 9 µM; MBP-C-LANA/FAM-LBS DNA binding, fluorescence polarization;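 active means highest replicate inhibition at or above 60% at 9 µM, even if other replicates fall short; inactive means all replicates below 60% inhibition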;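 further: 0% = neutral control wells and 100% = 4 µM acridine orange control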
PvdQ inh: blocks Pseudomonas aeruginosa PvdQ acylase activity; purified PvdQ acylase, fluorescence plate reader; inhibition, % at 10 µM; 0.063% of 340,000 active; in the data active means inhibition above about 30%, passing the limit was not always enough;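 further: 0% = vehicle neutral wells and 100% = reference inhibitor wells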
Cardiac RTF inh: cardiac RTF calcium desensitization; P19429+P45379; IANBD-labeled cardiac RTF, Ca2+ fluorescence; inhibition, % at 7.15 µM; 0.12% of 340,000 active; AID 493244;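 active means inhibition above the mean inhibition of all tested compounds plus 3 SD, cut at about 17% in these data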;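 further: assay run at fixed EC70 calcium of 1.6 mM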
SR-BI DiI-HDL act: enhances SR-BI lipid uptake from DiI-HDL. CHO ldlA[mSR-BI] cells, DiI-HDL uptake fluorescence, 3 h; 100 = double the neutral-control signal. activation, % at 12.5 µM. 0.096% of 320,000 active. AID 504775;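 active means mean replicate activation of at least 60% and every replicate at or above 60%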;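 further: 0% = median plate neutral-control signal and 100% = twice that signal; values of inactives mirror those of a sister screen read the other way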
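Assay system: LDL receptor-deficient CHO ldlA cells overexpressing murine SR-BI / Medium: BSA-supplemented, HEPES-buffered Ham's F12, pH 7.4 / Probe or stimulus: DiI-labelled HDL at 10 µg/mL final / Timing: compound with DiI-HDL co-incubation, 3 h at 37 °C / Technique: bottom-read cell fluorescence after medium removal, ex 550/em 595 nm / Measure: HDL uptake via cellular fluorescence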
Keap1 Nrf2 FP: Keap1-Nrf2 (human) interaction inhibition; Q14145; Keap1 Kelch-Nrf2 peptide fluorescence polarization, 1536-well; inhibition, % at 9.4 µM; 0.15% of 340,000 active; in the data active means inhibition above about 12%;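 further: human Keap1 Kelch domain with fluorescein labeled Nrf2 9mer peptide probe; 0% = neutral control wells and 100% = peptide positive control; higher means more block of Keap1 binding to Nrf2 peptide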
NSD2 HMT inh: blocks human histone methyltransferase NSD2. NSD2 peptide methylation, AlphaScreen, 120 min. inhibition, % at 12.5 µM. 0.54% of 310,000 active. O96028; in the data active means inhibition above about 50%
PKA-R2B activ: activators of human PKA-R2B complex; AID 504700; 0.079% of 340,000 active; activation, % at 11.4 µM; PKA-R2B holoenzyme dissociation, Cy5-IP20 fluorescence polarization; R2B truncated from residue 108, S112A mutant; 0% DMSO only, 100% 113 µM cGMP; P22694+P31323;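 active means activation above a cutoff set at the mean over all compounds plus 3 SD, cut at about 18% in these data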;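 further: higher means more holoenzyme dissociation and a rise in polarization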
Target sequence (P31323 whole entry, looked up, other chains not shown, the tested form may be a part): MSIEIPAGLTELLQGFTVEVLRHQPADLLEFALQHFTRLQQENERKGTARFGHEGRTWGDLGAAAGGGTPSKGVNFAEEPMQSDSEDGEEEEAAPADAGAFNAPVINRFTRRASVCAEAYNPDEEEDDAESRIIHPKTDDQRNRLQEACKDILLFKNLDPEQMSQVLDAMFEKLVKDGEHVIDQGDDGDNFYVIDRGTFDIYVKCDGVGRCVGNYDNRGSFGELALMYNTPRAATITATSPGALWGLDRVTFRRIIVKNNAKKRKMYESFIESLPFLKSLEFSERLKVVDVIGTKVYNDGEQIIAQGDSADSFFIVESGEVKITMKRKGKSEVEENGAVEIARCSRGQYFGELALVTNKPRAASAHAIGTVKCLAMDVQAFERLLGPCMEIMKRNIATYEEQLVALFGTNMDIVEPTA
SR-BI DiI inh: inhibitors of mouse SR-BI mediated HDL lipid uptake. 0.96% of 320,000 active. inhibition, % at 12.5 µM. Q61009. ldlA[mSR-BI] CHO cells, DiI-HDL uptake fluorescence, 3 h;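 active means mean replicate inhibition of at least 70% and a set share of replicates each scoring 70 or more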;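 further: 0% = median of neutral control wells and 100% = median of positive control wells; values of inactives mirror those of a sister screen read the other way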
Target sequence (Q61009 whole entry, looked up): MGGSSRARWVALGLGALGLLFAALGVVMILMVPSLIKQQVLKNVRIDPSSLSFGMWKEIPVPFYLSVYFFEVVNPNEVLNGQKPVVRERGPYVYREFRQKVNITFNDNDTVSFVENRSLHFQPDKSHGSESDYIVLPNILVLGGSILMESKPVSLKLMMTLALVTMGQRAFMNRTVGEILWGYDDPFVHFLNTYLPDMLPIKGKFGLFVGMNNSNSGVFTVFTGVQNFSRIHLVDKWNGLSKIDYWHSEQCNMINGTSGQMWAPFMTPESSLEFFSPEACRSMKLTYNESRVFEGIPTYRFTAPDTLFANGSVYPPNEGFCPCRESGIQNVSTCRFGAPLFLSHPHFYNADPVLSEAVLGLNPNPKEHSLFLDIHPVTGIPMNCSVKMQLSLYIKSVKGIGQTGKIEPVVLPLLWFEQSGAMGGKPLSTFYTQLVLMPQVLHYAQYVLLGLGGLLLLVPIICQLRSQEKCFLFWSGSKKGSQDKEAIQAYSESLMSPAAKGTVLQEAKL
DAGLB inhibitor: diacylglycerol lipase beta (human) inhibition; Q8NCG7; HEK293T DAGLB membrane lysate, EnzChek fluorogenic substrate; inhibition, % at 5.17 µM; 0.059% of 340,000 active; AID 504411; in the data active means inhibition above about 34%;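 further: 0% = enzyme with vehicle and 100% = wells lacking enzyme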
Arrestin-AP2 inh: blocks beta-arrestin peptide binding to AP2 adaptin | FITC-arrestin peptide / GST-AP2 beads, flow cytometry; AP2 beta2 appendage carries R879A mutation | inhibition, % at 10 µM | 0.31% of 340,000 active;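 active means inhibition above a set limit, near 3 SD of compounds lacking own fluorescence, cut at about 54% in these data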;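 further: plate controls were DMSO wells for no effect and 5 µM unlabelled arrestin peptide for full effect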
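System: GST-tagged AP2 beta2-adaptin appendage (R879A) on 4 µm glutathione beads / Reagent: FITC-arrestin peptide, 50 nM / Detection: HyperCyt-sampled flow cytometry, FL1 channel, ex 488/em 535 nm / Timing: 12 min plus 1 h, RT / Buffer or medium: PBS plus Tween 20 (0.05%) and BSA (0.1%)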
Active calls of the source: *; · = no result given.

SMILES	C-LANA FP	PvdQ inh	Cardiac RTF inh	SR-BI DiI-HDL act	Keap1 Nrf2 FP	NSD2 HMT inh	PKA-R2B activ	SR-BI DiI inh	DAGLB inhibitor	Arrestin-AP2 inh
COc1cccc(-c2nnc(NC(=O)c3ccc4ncsc4c3)o2)c1	-0.8	13	7	15	-2	14	4	-15	6	3
CCCc1nc2sc3ccccc3c(=O)c2c(=O)n1Cc1ccco1	-0.7	5	-3	-5	-6	6	-7	5	5	4
O=C(Nc1nnc(CCc2ccccc2)s1)c1ccccc1	0.1	-3	-5	18	-2	-2	-1	-18	-1	-11
Cc1cc(Cl)c(S(=O)(=O)N2CCCCCC2)cc1OCC(=O)NC1CCCCC1	-1.0	3	8	-22	-3	-1	1	22	-3	23
OCCC1CN(Cc2ccccn2)CCN1C1CCCC1 (centres undefined)	1.0	-16	-11	5	-3	-1	-13	-5	1	-2
CC(C)CCNC(=O)CCn1nc(-c2ccc(Cl)cc2)ccc1=O	-1.7	-7	-2	-14	-2	-5	-1	14	-2	-10
C/C(=N/NC(=O)c1ccncc1)c1ccc(NC(=O)c2ccccc2)cc1	0.1	-11	2	-9	-5	0	0	9	2	3
COC(=O)c1ccccc1NC(=O)c1cc([N+](=O)[O-])nn1Cc1ccccc1	1.7	0	4	-22	-2	-3	3	22	-3	-3
NNC(=O)c1snnc1-c1ccccc1	-1.1	-5	-5	14	-4	-11	-3	-14	3	34
Cc1ccc(C(=O)C(C)Sc2nnc(N)s2)cc1 (centres undefined)	0.6	-6	-2	22	-3	-5	-1	-22	-3	-5
CN(C)c1ccc(/C=N/NC(=O)CCCCCNC(=O)c2ccccc2)cc1	-0.6	-6	1	·	0	2	-1	·	3	5
CCOC(=O)c1c(NC(=O)CSc2nnc3ccccn23)sc2c1CCC2	-0.1	-5	11	2	-2	7	5	-2	1	1

Of the compounds above, 2 have two or more sulfur atoms:
SMILES	C-LANA FP	PvdQ inh	Cardiac RTF inh	SR-BI DiI-HDL act	Keap1 Nrf2 FP	NSD2 HMT inh	PKA-R2B activ	SR-BI DiI inh	DAGLB inhibitor	Arrestin-AP2 inh
Cc1ccc(C(=O)C(C)Sc2nnc(N)s2)cc1 (centres undefined)	0.6	-6	-2	22	-3	-5	-1	-22	-3	-5
CCOC(=O)c1c(NC(=O)CSc2nnc3ccccn23)sc2c1CCC2	-0.1	-5	11	2	-2	7	5	-2	1	1

Additional records
SMILES	C-LANA FP	PvdQ inh	Cardiac RTF inh	SR-BI DiI-HDL act	Keap1 Nrf2 FP	NSD2 HMT inh	PKA-R2B activ	SR-BI DiI inh	DAGLB inhibitor	Arrestin-AP2 inh
COc1cc(CNC2CCCC2)cc(Cl)c1OCc1ccccc1Cl	0.0	-12	-10	-12	4	-6	-3	12	0	3
O=c1c2sc3nc(N4CCOCC4)c4c(c3c2ncn1-c1ccccc1)CCCC4	1.3	11	-2	-66	0	·	-1	66	-8	-2
COC(=O)c1ccc(S(=O)(=O)N2CCCC2)o1	1.3	-7	-2	14	-4	0	-1	-14	-3	6
CC(=O)Cn1ncc(N2CCOCC2)c(Cl)c1=O	-1.1	8	-1	25	0	14	-15	-25	-4	11
C=CCN1C(=O)S/C(=C\c2ccc(N3CCOCC3)cc2C)C1=O	3.1	8	-6	-36	-9	2	-3	36	-5	25
Cc1cccc(NC(=O)COc2coc(CN3CCN(c4ccccc4)CC3)cc2=O)c1	-0.4	-7	-2	9	-3	5	-3	-9	-5	-3
O=S(=O)(Nc1cccc2ccccc12)c1ccccc1F	3.3	10	5	·	-2	-1	-10	·	-5	1
CC(Oc1ccc(Cl)cc1Cl)C(=O)NCCCN(C)C (centres undefined)	-0.5	-11	-27	14	4	2	-7	-14	-1	7
CCC(=O)/C(=C(/O)c1ccccc1)c1nc2ccccc2[nH]1	2.7	-7	-4	-5	-2	8	3	5	1	9
O=C(Nc1ccc(F)cc1)N1CCOCC1	-1.3	-12	-8	9	0	0	3	-9	4	9
CCOc1ccc(C(=O)NCC(=O)Nc2ccc3c(c2)OCO3)cc1OCC	·	-4	-2	-7	·	0	1	7	5	0
Cn1ncc(Br)c1C(=O)NC12CC3CC(CC(C3)C1)C2	0.5	-12	-25	-7	-7	-5	0	7	-2	1
Cc1ccc(-c2ccc(/C=N/N3C(=O)C4C5C=CC(CC5)C4C3=O)o2)c([N+](=O)[O-])c1 (centres undefined)	0.9	20	3	1	-3	2	-13	-1	-2	13
O=C(Nc1ccccc1)c1nc[nH]c1C(=O)N1CCc2ccccc2C1	1.3	-14	-2	26	-3	·	-4	-26	-5	-1
O=C(N1CCOCC1)N(CCN1CCOCC1)Cc1cccc2ccccc12	0.1	-2	-3	26	0	1	1	-26	-2	29
COCc1[nH][nH]c(=O)c1C=Nc1ccccc1	0.9	3	7	2	-2	0	-12	-2	1	2
O=C(NC1CCCCC1)c1cccc2c1C(=O)c1ccc(-c3ccc(OC(F)(F)F)cc3)cc1S2(=O)=O	-0.2	6	4	8	-5	·	-6	-8	2	7
COc1ccc(C2(C(=O)N3CCCC3)CCOCC2)cc1OC	-0.4	-11	-1	13	-4	·	-10	-13	0	1
FC(F)(F)c1cccc(NC(=S)N2CCCC2)c1	1.4	-18	-1	8	-1	-1	-5	-8	0	-5
COc1ccc(CNC(=O)c2ccc3oc(C(C)C)nc3c2)cc1	-0.1	6	0	4	-1	5	-2	-4	-2	35
NS(=O)(=O)c1ccc(NC(=O)CCC(=O)c2ccc(Cl)s2)cc1	0.0	-9	-31	·	-1	-1	-2	·	0	1
Cc1cc(NS(=O)(=O)c2ccc(NC(=O)c3cnc4scc(C)n4c3=O)cc2)nc(C)n1	-1.3	-5	0	15	4	·	6	-15	6	-4
C=CCN1C(=O)C(Cc2ccc(C)cc2)S/C1=N/N=C/c1ccco1 (centres undefined)	3.8	2	-5	-6	-1	1	-1	6	-27	-1
CC(C)(C)c1ccc(OCc2ccc(C(=O)NN)o2)cc1	0.7	-10	-2	-24	-3	-3	9	24	-8	-7
CC(=O)Nc1ccc(S(=O)(=O)N2CCCc3ccccc32)cc1	-0.5	-9	-13	28	2	-3	-10	-28	-3	-9
COc1cccc(C2=NOC(C(=O)Nc3cc(OC)c(OC)c(OC)c3)C2)c1 (centres undefined)	-0.7	-14	3	0	-2	6	-9	0	-4	-5
COC(=O)c1ccccc1NC(=O)CSc1nnc(-c2cccnc2)n1N	1.0	-3	-1	11	-1	-2	3	-11	0	-4
CCc1ccc2[nH]c3nc(SCc4nnc(-c5ccc(C)cc5)o4)nnc3c2c1	1.0	-11	-10	0	-2	2	-15	0	-4	1
O=C1c2ccccc2C(=O)N1CCC#Cc1ccc2cc(C3(O)CCCCC3)oc(=O)c2c1	1.0	-7	6	9	-2	·	4	-9	4	8
COC(=O)Nc1ncc(CN2CCC(c3ccccc3)CC2)s1	-1.0	-15	-6	-21	-2	-2	-2	21	0	0
O=C(NCc1cccs1)C1CCN(S(=O)(=O)c2cccc3nsnc23)CC1	-1.2	-8	-5	10	4	·	8	-10	0	3
N#Cc1c(NC(=O)C(=O)NCCCN2CCOCC2)sc2c1CCC2	0.3	-5	-1	4	-7	-1	-6	-4	-1	-5
C#CCNC(=O)C1=C[C@@H](C)C[C@@H](OCc2ccc(CO)cc2)O1	-0.3	9	-9	12	2	·	4	-12	-2	20
NS(=O)(=O)c1ccc(N=C2C(=O)Nc3ccccc32)cc1	0.9	1	-7	5	-2	·	-3	-5	-1	19
Cc1c(C=O)cnn1CCC(=O)O	-1.0	-14	-3	·	-3	3	18	·	0	-2
CCn1nc(NS(=O)(=O)c2ccc(NC(C)=O)cc2)c2cc3ccccc3nc21	3.7	-12	-6	1	-6	-2	2	-1	3	1
CCOC(=O)CSc1nnc(CSc2nc3ccccc3s2)n1C	-1.3	1	-3	1	-2	8	-9	-1	0	32
Cc1noc(C)c1C(=O)N1CCCC(N2CCN(c3cccc(C(F)(F)F)c3)CC2)C1 (centres undefined)	-0.9	-11	0	0	-9	1	-7	0	-2	-7
O=C(NC(=S)NC1CCCC1)c1ccccc1	0.2	-17	-16	1	-2	3	7	-1	-4	-1
O=C(/C=C/c1ccc(S(=O)(=O)N2CCOCC2)cc1)N1CCN(c2ccc(F)cc2)CC1	-0.2	-10	-10	·	-8	4	-9	·	1	22
COc1ccc(OC)c(NC(=O)C2CCC(CNc3c(N4CCC(C)CC4)c(=O)c3=O)CC2)c1 (centres undefined)	0.0	-2	-4	-40	1	·	6	40	0	23
CC1CCCC(C)N1C(=O)c1ccc(S(=O)(=O)N2CCCC2)cc1 (centres undefined)	-0.2	-3	4	·	2	4	-4	·	1	-4
CCc1ccccc1N(CC(=O)OC)S(C)(=O)=O	-0.7	-1	7	12	7	1	2	-12	-1	-2
c1ccc(CCNc2ncnc3sccc23)nc1	-2.9	-5	4	11	-5	-5	2	-11	2	20
CC(=O)N(C)c1ccc(OCC(O)Cn2c3ccc(Cl)cc3c3cc(Cl)ccc32)cc1 (centres undefined)	1.5	5	-2	·	-5	-2	-4	·	5	11
Cc1ccc(Sc2nc(-c3ccccc3)ccc2C#N)cc1	1.8	-14	2	-25	-2	1	-6	25	-1	-8

Of the compounds above, 7 contain a Cl atom.
SMILES	C-LANA FP	PvdQ inh	Cardiac RTF inh	SR-BI DiI-HDL act	Keap1 Nrf2 FP	NSD2 HMT inh	PKA-R2B activ	SR-BI DiI inh	DAGLB inhibitor	Arrestin-AP2 inh
Cc1cc(Cl)c(S(=O)(=O)N2CCCCCC2)cc1OCC(=O)NC1CCCCC1	-1.0	3	8	-22	-3	-1	1	22	-3	23
CC(C)CCNC(=O)CCn1nc(-c2ccc(Cl)cc2)ccc1=O	-1.7	-7	-2	-14	-2	-5	-1	14	-2	-10
COc1cc(CNC2CCCC2)cc(Cl)c1OCc1ccccc1Cl	0.0	-12	-10	-12	4	-6	-3	12	0	3
CC(=O)Cn1ncc(N2CCOCC2)c(Cl)c1=O	-1.1	8	-1	25	0	14	-15	-25	-4	11
CC(Oc1ccc(Cl)cc1Cl)C(=O)NCCCN(C)C (centres undefined)	-0.5	-11	-27	14	4	2	-7	-14	-1	7
NS(=O)(=O)c1ccc(NC(=O)CCC(=O)c2ccc(Cl)s2)cc1	0.0	-9	-31	·	-1	-1	-2	·	0	1
CC(=O)N(C)c1ccc(OCC(O)Cn2c3ccc(Cl)cc3c3cc(Cl)ccc32)cc1 (centres undefined)	1.5	5	-2	·	-5	-2	-4	·	5	11
